CHRM1 PAM: human CHRM1 positive allosteric modulation | 360,000 tested, 0.088% active | activation, % at 3 µM | AID 588819 | P11229 | CHO-K1 hM1, Fluo-8 calcium fluorescence, ACh EC20; 0% = ACh EC20, 100% = maximal ACh; in the data active = activation above about 19%, passing the limit was not always enough
Target sequence (P11229 whole entry, looked up): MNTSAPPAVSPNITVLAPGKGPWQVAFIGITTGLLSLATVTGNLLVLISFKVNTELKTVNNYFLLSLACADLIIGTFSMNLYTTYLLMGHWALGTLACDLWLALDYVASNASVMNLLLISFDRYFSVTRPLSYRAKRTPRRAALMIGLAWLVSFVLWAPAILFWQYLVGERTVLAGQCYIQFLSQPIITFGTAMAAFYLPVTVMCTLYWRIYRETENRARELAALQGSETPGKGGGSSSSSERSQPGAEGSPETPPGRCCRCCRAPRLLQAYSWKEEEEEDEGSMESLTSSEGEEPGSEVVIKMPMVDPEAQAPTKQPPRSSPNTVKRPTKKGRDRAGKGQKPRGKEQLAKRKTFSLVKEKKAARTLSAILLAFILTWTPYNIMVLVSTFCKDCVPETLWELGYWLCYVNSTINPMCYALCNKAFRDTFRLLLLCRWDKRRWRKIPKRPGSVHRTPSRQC
TAAR1 antagonist: antagonists of human TAAR1 | CHO RD-HGA16 TAAR1, Fluo-8 calcium fluorescence, antagonist | inhibition, % at 3 µM | 360,000 tested, 1.5% active | AID 624466;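 active = inhibition above a per-plate cutoff, the mean inhibition of test compounds on that plate plus 3 SD, cut at about 49% in these data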;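 note: 0% = DMSO plus EC80 beta-PEA response and 100% = DMSO alone without agonist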
Target sequence (Q96RJ0 whole entry, looked up): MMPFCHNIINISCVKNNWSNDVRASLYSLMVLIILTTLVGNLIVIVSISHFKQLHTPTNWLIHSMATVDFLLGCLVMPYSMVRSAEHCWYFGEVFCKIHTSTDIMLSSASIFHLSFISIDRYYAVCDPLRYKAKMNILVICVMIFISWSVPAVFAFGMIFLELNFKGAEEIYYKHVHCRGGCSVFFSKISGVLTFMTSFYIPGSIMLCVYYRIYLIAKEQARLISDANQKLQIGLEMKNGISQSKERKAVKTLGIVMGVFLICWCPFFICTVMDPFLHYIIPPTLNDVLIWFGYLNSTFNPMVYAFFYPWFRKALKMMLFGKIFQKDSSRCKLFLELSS
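Assay system: CHO-derived RD-HGA16 cells stably expressing human TAAR1 plus Gα16. Timing: 140 s kinetic read after compound, 140 s after agonist. Technique: kinetic Fluo-8 calcium fluorescence measurement. Measure: % inhibition of agonist calcium response.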
M1 ag parental: nonselective activator or artifact in parental CHO-K1 cells; Fluo-8 calcium fluorescence; scaled to maximal ATP response, vehicle zero; activation, % at 3 µM; 360,000 tested, 0.48% active; AID 602248; in the data active = activation above about 15%;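 note: untransfected CHO-K1 host cells lacking M1 receptor as counterscreen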
CHO-K1 Ca PAM: M1 PAM counterscreen hit in parental CHO-K1 cells; ATP EC20, Fluo-8 calcium fluorescence; 0% at ATP EC20, 100% at ATP max; activation, % at 3 µM; 360,000 tested, 0.02% active;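 active = activation above the run cutoff, the mean activation of all test compounds plus 3 SD, cut at about 40% in these data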;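 note: peak over basal fluorescence ratio in a 140 s read after ATP addition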
M1 ag: agonists of human M1 muscarinic receptor; P11229; CHO-K1 hM1, Fluo-8 calcium fluorescence, agonist mode; 0% DMSO, 100% acetylcholine EC100; activation, % at 3 µM; 360,000 tested, 0.33% active; AID 588814;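 active = activation above the run's mean compound activation plus 3 SD, cut at about 16% in these data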;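 note: peak over basal fluorescence ratio within a 140 s kinetic read after compound addition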
CHO parental Ca: signal in parental CHO cells, OX1R antagonist counter-screen; 330,000 tested, 0.63% active; inhibition, % at 5.6 µM; parental CHO-K1, ATP-induced calcium, Fluo-8 fluorescence;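 active = inhibition above that plate's mean sample inhibition plus 3 SD, cut at about 26% in these data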;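 note: 0% = ATP-challenged DMSO wells and 100% = DMSO wells without ATP; some compounds past the cut are filed as inactive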
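Material: parental CHO cells / Compound: single nominal dose of 5.6 µM per compound / Signal: Fluo-8 fluorescence / Replicates: singlicate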
CHRM1 antagonist: blocks human M1 muscarinic receptor. inhibition, % at 3 µM. CHO-K1 hM1, Fluo-8 calcium fluorescence, ACh EC80 antagonist. AID 588852. 360,000 tested, 1.3% active. P11229;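 active = percent inhibition above its own plate's cutoff, namely the mean of that plate's compound wells plus 3 SD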;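 note: peak over basal fluorescence ratio during 140 s after agonist addition; 0% = ACh EC80 plus DMSO and 100% = DMSO alone without agonist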
TAAR1 ag: human TAAR1 agonism; Q96RJ0; CHO RD-HGA16 TAAR1, Fluo-8 calcium fluorescence; vehicle wells 0%, saturating PEA agonist 100%; activation, % at 3 µM; 360,000 tested, 0.99% active; AID 624467;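 active = activation above the mean activation of all test compounds in the run plus 3 SD, cut at about 38% in these data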
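System: CHO-derived RD-HGA16 cells with stable Gα16 and human TAAR1. Times: 17-24 h plating, Fluo-8 75 min 37 °C, 30 min RT. Measured by: calcium-sensitive Fluo-8 signal, excitation 470-495, emission 515-575 nm. Read-out basis: % activation relative to PEA EC100 response. Control set: DMSO and PEA EC100. Repeats: no replicates (n 1).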
CHO-K1 Ca antag: nonselective inhibitor or artifact in parental CHO-K1 cells. ATP-induced calcium, Fluo-8 fluorescence. inhibition, % at 3 µM. 360,000 tested, 0.6% active;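 active = inhibition above a per-plate cutoff, the plate's mean sample inhibition plus 3 SD, cut at about 24% in these data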;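 note: 0% = DMSO plus EC80 ATP and 100% = DMSO alone without ATP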
An asterisk follows results filed as active; . = no result given.

SMILES	CHRM1 PAM	TAAR1 antagonist	M1 ag parental	CHO-K1 Ca PAM	M1 ag	CHO parental Ca	CHRM1 antagonist	TAAR1 ag	CHO-K1 Ca antag
CN(C)S(=O)(=O)c1cccc(NC(=O)COC(=O)[C@H](Cc2ccccc2)NC(=O)c2ccco2)c1	-6	55*	6.6	5	-1	-8	0	14	-5
Cc1cc(C)c(C)c(OCCOCCN2CCOCC2)c1	0	-11	0.2	0	-11	-5	1	4	-13
c1ccc(-c2n[nH]c3ccccc23)cc1	1	.	-0.2	15	-7	-10	-6	.	-10
O=C(c1ccc2c(c1)OCCO2)C1CCN(S(=O)(=O)c2cccc(F)c2)CC1	0	14	1.1	0	-4	-14	5	7	1
Cc1ccc(NS(=O)(=O)c2ccc(-c3coc(C)n3)cc2)c(C)c1	-2	38	9.8	15	4	-8	3	8	-10
CCN1CCN(C(=O)C(Cc2ccccc2)NC(=O)c2ccc(Cl)c(S(=O)(=O)N(C)C)c2)CC1 (stereo unspecified)	-5	-1	0.6	21	-6	-17	7	3	1
Cc1cccc(NC(=S)NC(=O)Cc2ccccc2)c1C	7	65*	11	-4	17*	.	-4	82*	8
CN1CCN(C(=O)C2=C[C@@H](c3csc4ccccc34)C[C@@H](OCc3ccc(CO)cc3)O2)CC1	1	10	1.9	9	-4	-7	-6	10	-10
CCNC(=O)C1(C)CCN(C(=O)c2ccc(C(F)(F)F)cc2)C1 (stereo unspecified)	7	10	1.2	10	-2	.	-7	1	2
O=C(CCC(=O)Nc1ccccc1Cl)NNS(=O)(=O)c1ccc(Cl)cc1	1	-8	0.6	-13	-1	.	-2	1	-8
C(=N\NC1=NCCN1)/c1ccncc1	4	-15	6.5	16	2	2	-9	7	-1
O=C(Cc1ccc(Cl)cc1)Nc1ccc(Br)cn1	2	-16	0.6	8	-4	-3	-5	5	-9
CC(C)CC(=O)N1CCN(C(=O)c2ccc(-c3ccccc3)cc2)CC1	4	-10	0.6	9	-5	-19	-17	2	-4
COc1cccc(OC)c1C(=O)Nc1ccccc1NC(=O)c1c(OC)cccc1OC	19	11	1.5	-1	-2	-14	-19	-2	-12
O=C(CSc1nnc2c(Cl)cc(Cl)cn12)N1CCN(c2ccc(F)cc2)CC1	7	-25	1.2	21	-6	-19	-4	1	-11
CCCNC(=O)CC1Sc2ccccc2NC1=O (stereo unspecified)	4	5	0.5	18	-4	3	-6	2	-40
CCCn1c(S(=O)(=O)O)nc2ccccc21	12	-11	0.1	-3	0	1	-11	5	-5
Oc1ccccc1CNc1ccc2c(c1)OCCO2	13	9	1.0	23	-3	-15	-14	3	-9
CC(Oc1ccccc1)C(=O)Nc1ccc(S(=O)(=O)NCC2CCCO2)cc1 (stereo unspecified)	4	2	9.5	12	11	1	-14	20	-21
COc1ccc(C2c3ccc(O)cc3Oc3ncn(Cc4ccccc4)c(=N)c32)cc1OC (stereo unspecified)	-4	-4	6.2	12	-2	-3	3	5	-5
CC1=CC2=NC(=O)/C(=C\c3cc(C)n(-c4cccc(Cl)c4)c3C)C(=N)N2O1	2	-6	-0.2	-11	-3	-10	-7	-2	12
CCCCN(C)C(=O)C1CCN(C/C(C)=C/c2ccccc2)CC1	-5	11	1.6	20	-3	-8	1	6	-8
COc1ccccc1C(=O)N/C(=C\c1ccc(Br)cc1)C(=O)NCCCO	2	17	1.1	-1	-1	-3	2	5	-8
COC(=O)Nc1ccc(OC)c(OC)c1	7	-1	0.2	16	1	-9	-5	5	-26
CN(C#N)c1nc(N2CCOCC2)nc(N2CCOCC2)n1	4	-16	0.2	15	-2	-7	-25	0	-7
CCOCCCn1c(=NC(=O)c2ccco2)c(C(=O)OCC)cc2c(=O)n3cccc(C)c3nc21	-1	48	2.7	14	-6	-27	0	12	-6
CN(C(=O)CCc1nnc(CCCCc2ccccc2)o1)C1CCOCC1	5	1	3.0	11	-7	-10	0	-2	-2
CCCCCNC(=O)c1ccccc1SC	8	1	-0.2	14	0	-6	2	21	-19
CC(O)(c1cccc(F)c1)c1nc(-c2cnc3ccccc3c2)cs1 (stereo unspecified)	-3	2	2.9	-3	0	.	-2	1	-4
Cc1ccc(N(CC(=O)Nc2ccc3c(c2)OCCO3)S(=O)(=O)c2c(C)n[nH]c2C)cc1	4	19	0.9	4	-1	-22	-12	18	-6
CN(CCC(=O)Nc1ccc2c(c1)OCO2)Cc1ccccc1	-9	2	0.1	-13	-14	-17	7	3	14
CCOc1ccc(N2C(=O)CC(NC3CCN(C(=O)c4cccs4)CC3)C2=O)cc1 (stereo unspecified)	9	-9	0.8	9	-4	-8	-9	1	-16
CCOC(=O)c1ccc(NC(=O)CSc2nnc(CCc3ccc(C)o3)n2-c2ccccc2)cc1	4	19	0.1	19	-3	-28	-10	2	-6
CCOC(=O)c1ccc(NS(=O)C23CC4CC(CC(C4)C2)C3)cc1 (stereo unspecified)	-8	-14	0.2	2	-10	5	-1	-1	-15
O=C(/C=C/c1cccc(Cl)c1)Nn1c(-c2cccs2)nc2ccccc2c1=O	7	29	0.1	21	-7	-15	-6	2	-11
O=C(O)c1ccccc1SCC(=O)N1CCCCC1	5	4	0.9	15	-1	-8	-4	0	0
COc1ccc2nc(Nc3nc(CSc4nnnn4-c4ccccc4)cc(=O)[nH]3)nc(C)c2c1	9	-9	2.0	17	0	-4	-6	14	-5
CC1CCCCC1NC(=O)CSc1nnc(CC(=O)Nc2ccccc2F)n1C (stereo unspecified)	6	1	0.8	0	-1	-9	-1	1	-13
CCOC(=O)C1(Cc2cccc(Cl)c2)CCCN(C(=O)c2ccc(COC)s2)C1 (stereo unspecified)	0	-20	1.0	5	-3	-22	4	0	-4
CCN(C(=O)CCS(=O)(=O)c1cccc2nonc12)c1ccc(C)c(C)c1	-6	-6	1.9	18	-4	-12	0	0	-9
CC1=NNC(=O)C(CC(=O)Nc2ccc(Cl)c(Cl)c2)C1 (stereo unspecified)	5	-11	1.7	4	-6	-1	-10	1	-9
O=C(O)c1ccc(Oc2cccc([N+](=O)[O-])c2)cc1C(=O)O	7	-1	0.4	3	3	-7	-10	3	-16
COc1ccccc1C1CC(=O)NC(C)=C1C(=O)OCC1CCCO1 (stereo unspecified)	-1	-10	1.0	18	-3	-12	7	0	-9
CCN(CC)C(=O)c1ccc2c(c1)N(Cc1ccccc1)C(=O)CS2=O (stereo unspecified)	-4	-16	-0.2	-3	-3	-22	0	0	10
COc1ccccc1CNC(=O)C(NS(=O)(=O)c1cccc2nsnc12)C(C)C (stereo unspecified)	4	-22	1.1	22	-5	-18	-28	-1	-19
CCOc1ccc2c(=O)c(-c3ccc4c(c3)OCCCO4)c(C)oc2c1	-5	-17	0.1	17	-6	-4	-1	2	-7
Cc1ccccc1SCC(=O)OCC(=O)Nc1sccc1C(N)=O	-16	49*	16*	6	-2	23	26	16	28*
Nc1nonc1/C(=N/O)N1CCN(CCO)CC1	-5	-5	-0.2	20	-6	-7	-13	5	-6

An excerpt from above in order of molecular weight, descending:
SMILES	CHRM1 PAM	TAAR1 antagonist	M1 ag parental	CHO-K1 Ca PAM	M1 ag	CHO parental Ca	CHRM1 antagonist	TAAR1 ag	CHO-K1 Ca antag
COc1ccc2nc(Nc3nc(CSc4nnnn4-c4ccccc4)cc(=O)[nH]3)nc(C)c2c1	9	-9	2.0	17	0	-4	-6	14	-5
CCN(C(=O)CCS(=O)(=O)c1cccc2nonc12)c1ccc(C)c(C)c1	-6	-6	1.9	18	-4	-12	0	0	-9
Cc1ccccc1SCC(=O)OCC(=O)Nc1sccc1C(N)=O	-16	49*	16*	6	-2	23	26	16	28*
O=C(O)c1ccc(Oc2cccc([N+](=O)[O-])c2)cc1C(=O)O	7	-1	0.4	3	3	-7	-10	3	-16
Nc1nonc1/C(=N/O)N1CCN(CCO)CC1	-5	-5	-0.2	20	-6	-7	-13	5	-6

Continuation.
SMILES	CHRM1 PAM	TAAR1 antagonist	M1 ag parental	CHO-K1 Ca PAM	M1 ag	CHO parental Ca	CHRM1 antagonist	TAAR1 ag	CHO-K1 Ca antag
CC(c1nccs1)N(C)C(=O)CCc1nnc(-c2ccc(-c3ccccc3)cc2)o1 (stereo unspecified)	-1	18	9.1	14	1	-3	-4	7	1
O=C(CCn1cnnn1)Nc1cccc(F)c1	2	-10	1.0	12	-3	-2	1	1	-13
COC(=O)c1ccc2c(c1)sc(=NC(=O)CCS(=O)(=O)c1ccccc1)n2C	1	-1	2.1	26	-2	-15	-2	3	-11
COc1cc(-c2c(C#N)c(N)nc3c2CCCC3)ccc1O	0	-5	1.3	11	-4	-18	-9	7	-4
CCCC(C)NC(=O)c1cccc(Oc2ccccc2)c1 (stereo unspecified)	11	18	-0.7	-2	-9	-11	-7	15	-14
COc1ccccc1/C=C/c1nc(S(=O)(=O)c2ccccc2)c(NCCN(C)C)o1	13	-27	1.2	5	-5	-29	-14	10	-9
COC(=O)C(Cc1cnc(Cl)s1)(C(=O)OC)c1ccc([N+](=O)[O-])cc1[N+](=O)[O-]	-3	8	0.1	-1	-3	-19	5	1	-9
COc1ccc(OC)c(NC(=S)NCc2ccc(S(N)(=O)=O)cc2)c1	2	7	-0.4	-3	-4	-7	-10	0	2
O=C(COC(=O)Cc1c(F)cccc1Cl)NCc1ccc2c(c1)OCO2	-5	8	0.1	8	-2	-7	-1	-1	-6
Cn1cnnc1SCC(=O)Nc1ccc2nc(SCc3cccc4ccccc34)sc2c1	8	17	2.6	22	6	-35	-8	42*	-18
Cc1cc(=O)oc2cc(OCC(=O)N3CCN(c4ccc(F)cc4)CC3)ccc12	3	-1	2.6	6	-2	3	-7	1	-5
COc1ccc(-c2noc(CN3CCN(C(=O)c4cccs4)CC3)n2)c(OC)c1OC	4	-19	1.0	-13	-7	-12	-2	2	-6
Cc1cccc(-n2c(O)c(C=Nc3ccccc3-c3n[nH]c(=S)[nH]c3=O)c3ccccc3c2=O)n1	1	-20	-0.2	3	-3	-2	-5	0	-5
CCOC(=O)c1c(C)[nH]c(C(=O)COC(=O)[C@H](C)N2C(=O)C3CCCCC3C2=O)c1C (stereo partly specified)	-16	56*	8.1	-11	5	.	14	20	-3
CCN1CCN(C(=S)c2ccc([N+](=O)[O-])cc2)CC1	-6	-4	2.2	-5	-13	-8	8	12	10
Cc1ccc(CC(=O)Nc2nccs2)cc1C	1	-14	0.3	9	-3	2	-2	8	-11
CC1CCC(N(C(=O)c2csnn2)C(C(=O)NC(C)(C)C)c2cccnc2)CC1 (stereo unspecified)	8	-3	-0.1	15	-1	-23	-4	0	-9
CCCn1c(SCC(=O)NC2CCCC2)nnc1C(C)C	11	-3	0.5	12	-5	-8	-9	3	-23
CC1(C)CC(=O)c2cn3ncnc3nc2C1	5	17	1.1	24	-3	0	-2	16	-15

Compound activity from PubChem BioAssay.
